Assay outcomes as filed in PubChem.
SRC3 TRFRET art: TR-FRET detection interference compounds, artefact control for PPARgamma SRC-3 recruitment agonists, biochemical, TR-FRET ratio; TR-FRET artefact counter-screen, PPARgamma/SRC-3 format; active compounds read high; TR-FRET ratio at 8 µM; actives 0.39% (n = 99,000); AID 1048, 2008; in the data active = TR-FRET ratio above about 2000; also: inactives centre near 1600
SRC1 TRFRET art: TR-FRET detection interference compounds, primary screen, artefact control for PPARgamma SRC-1 recruitment agonists, biochemical, TR-FRET emission ratio; TR-FRET detection artefact counter-screen; active compounds read high; TR-FRET ratio at 8 µM; actives 0.34% (n = 99,000); in the data active = TR-FRET ratio above about 2300; also: inactives centre near 1800
* marks the source's active call; other numbers are inactive results. This is a subset, so the mix of outcomes need not match the whole.

Preview:
SMILES	SRC3 TRFRET art	SRC1 TRFRET art
COc1ccc(-c2c(C)n([O-])c3c([n+]2=O)CCCCC3)cc1	1571	1861
Cc1ccc(NC2=C(Cl)C(=O)OC2OC(=O)c2ccccc2C)cc1 (stereo not drawn)	1521	1803
Cc1ccc(/C([O-])=C(/C(=S)Nc2ccc(SC(F)F)cc2)[n+]2ccccc2)cc1[N+](=O)[O-]	1700	1909
C/C(=N\NS(=O)(=O)c1ccc([N+](=O)[O-])cc1)c1ccc(NC(=O)c2ccco2)cc1	1601	1589
COc1ccc(N=Cc2oc3ccc4ccccc4c3c2O)cc1	1706	2108

Results, from the first entry:
SMILES	SRC3 TRFRET art	SRC1 TRFRET art
COc1ccc(-c2c(C)n([O-])c3c([n+]2=O)CCCCC3)cc1	1571	1861
Cc1ccc(NC2=C(Cl)C(=O)OC2OC(=O)c2ccccc2C)cc1 (stereo not drawn)	1521	1803
Cc1ccc(/C([O-])=C(/C(=S)Nc2ccc(SC(F)F)cc2)[n+]2ccccc2)cc1[N+](=O)[O-]	1700	1909
C/C(=N\NS(=O)(=O)c1ccc([N+](=O)[O-])cc1)c1ccc(NC(=O)c2ccco2)cc1	1601	1589
COc1ccc(N=Cc2oc3ccc4ccccc4c3c2O)cc1	1706	2108
Cc1c(NC(=S)Nc2ccc(Cl)cc2)c(=O)n(-c2ccccc2)n1C	1633	1719
O=c1c([N+](=O)[O-])c(N2CCOCC2)c2ccccc2n1-c1ccccc1	1575	1980
O=C(Nc1ccc(-c2nc3ccccc3[nH]2)cc1)c1ccco1	1443	1659
COc1ccc(NC(=O)c2cc3c(Cl)nc4ccccc4c3s2)cc1OC	1616	1879
O=c1c(Cl)c(N/N=C/c2ccc(Cl)cc2)cnn1-c1ccccc1	1677	1907
COC(=O)CSc1nccc(-c2cccs2)n1	1650	1825
O=C(NCc1ccco1)c1nn(-c2ccccc2)c(=O)c2ccccc12	1685	1478
CC(C)(C)NC(=O)C(c1ccncc1)N(Cc1ccco1)C(=O)c1ccc(-c2ccccc2)[nH]1 (stereo not drawn)	1294	1834
Cc1cc(C)c([N+](=O)[O-])cc1NCC(=O)N1CCN(c2ccccc2)CC1	1792	1967
O=C(O)C1OC(Oc2c(-c3ccc(O)c(O)c3)oc3cc(O)cc(O)c3c2=O)C(O)C(O)C1O (stereo not drawn)	1584	1630
CCc1nnc(NC(=O)c2ccc(S(=O)(=O)N(C)c3ccccc3)cc2)o1	1559	1638
CCOc1ccccc1NC(=O)C(OC(=O)c1ccc(CC)cc1)c1ccccc1 (stereo not drawn)	1439	1732
COc1ccc(CC(=O)O/N=C(\N)c2cccc([N+](=O)[O-])c2)cc1	1452	1676
COC(=O)c1ccc(C(NC(=O)OCc2ccccc2)/C(F)=C/[C@@H](C)C(=O)NCc2ccc(OC)c(OC)c2)cc1 (stereo partly drawn)	1598	1812
COc1ccc(CCn2c(=S)[nH]c3cc(C(=O)N4CCOCC4)ccc3c2=O)cc1OC	1485	1544
CCOC(=O)c1c(N)sc(C(=O)Nc2ccccc2F)c1C	1750	2199
COc1cccc(C(=O)N2CCC(N3CC(C)OC(C)C3)CC2)c1 (stereo not drawn)	1489	1561
CCC(C)NC(=O)c1ccccc1-c1nc2ccccc2[nH]1 (stereo not drawn)	1650	2054
C/C(=N\NC(=O)c1ccccc1)c1ccc(-n2ccnc2)cc1	1675	2002
CCOc1ccc(S(=O)(=O)N(CC)CC)cc1NS(=O)(=O)c1ccc(F)c(F)c1F	1557	1711

Whole records, looked up by structure. Order of screens: SRC3 TRFRET art	SRC1 TRFRET art
Listed for COc1ccc(CC(=O)O/N=C(\N)c2cccc([N+](=O)[O-])c2)cc1 : 1452	1676
Listed for COC(=O)c1ccc(C(NC(=O)OCc2ccccc2)/C(F)=C/[C@@H](C)C(=O)NCc2ccc(OC)c(OC)c2)cc1 (stereo partly drawn) : 1598	1812

More structures:
SMILES	SRC3 TRFRET art	SRC1 TRFRET art
CCCCOC(=O)c1nc[nH]c1C(=O)OCCCC	1653	1705
CC1(C)CC(=O)C=C(C(=O)N2CCCC(CCC(=O)NCc3ccccc3F)C2)O1 (stereo not drawn)	1508	1902
Cc1[nH]c2ccccc2c1C(=O)CN1C(=O)C(=O)N(Cc2ccco2)C1=O	1324	1504
CCOC(=O)c1c(NC(=O)Cn2cnc([N+](=O)[O-])n2)sc2c1CCCC2	1653	1768
CCOc1cc(N2CCOCC2)c(OCC)cc1NC(=O)CSc1ncn[nH]1	1527	1650
Cc1cc(-c2cc(C(=O)O)c3ccccc3n2)c(C)s1	1460	1768
Cc1ccc(NS(=O)(=O)c2cc(-c3n[nH]c(=O)c4ccccc34)ccc2C)cc1	1486	1920
COc1ccc(NC(=O)c2cc3cccc(OC)c3oc2=Nc2ccc(C(=O)O)cc2)cc1OC	1463	1714
CCOC(=O)C1CCCN(CCC(=O)Nc2ccccc2C)C1 (stereo not drawn)	1815	1769
Cc1cccc(Oc2coc3cc(OC(=O)c4cncc(Br)c4)ccc3c2=O)c1	1422	1618
CC(NCc1nc2ccccc2n1C)C12CC3CC(CC(C3)C1)C2 (stereo not drawn)	1380	1499
COc1ccc(/C=c2\s/c(=C/C(=O)c3ccc(C)cc3)[nH]c2=O)cc1OC	1516	1688
CC(=O)NC1C(OCc2ccccc2)OC(COC(C)=O)C(OC(C)=O)C1OC(C)=O (stereo not drawn)	1606	1906
CNC(=O)c1c(C)noc1C	1676	1912
CCC(C)NC(=O)Cn1c(-c2ccccc2)cc(C(C)=O)c1C (stereo not drawn)	1609	1760
CCN(CC)C(=O)CN1C(=O)c2cccc3cccc(c23)C1=O	1518	1815
COC(=O)CSc1n[nH]c(=S)s1	1833	2047
CCN(CC(=O)N1CCN(c2ccccc2)CC1)S(=O)(=O)c1ccc(C)cc1	1430	1867
Cc1nc2ccc(NC(=O)c3ccc(Br)o3)cc2s1	1543	1651
CNC(=O)NC(=O)C(C)N1CCN(C/C=C/c2ccccc2)CC1 (stereo not drawn)	1484	1972
NNC(=O)CCc1nc2ccc(O)cc2[nH]1	1531	2255
O=C(N1CCN(c2cccc(Cl)c2)CC1)C1(c2cccs2)CCOCC1	1560	1746
C[C@H](NC(=O)c1nc[nH]c1C(=O)N[C@@H](Cc1ccccc1)C(=O)OCc1ccccc1)c1ccccc1	1729	1775
Cc1cc(S(=O)(=O)N2CCN=C2c2ccccc2)c(C)cc1Cl	1470	1882
Cc1c(C(=O)NCC2CCCO2)cccc1[N+](=O)[O-] (stereo not drawn)	1533	1669
Carrying on:
SMILES	SRC3 TRFRET art	SRC1 TRFRET art
CCOC(=O)c1sc(=NC(=O)/C=C/c2ccccc2)n(C)c1C	1720	1675
CCN1CCN(CCC2Oc3cc([N+](=O)[O-])ccc3NC2=O)CC1 (stereo not drawn)	1667	2031
O=C(c1cnn(C(=O)c2cccc(S(=O)(=O)N3CCOCC3)c2)c1)c1ccccc1O	1405	1677
CCOC(=O)C(NC(=O)NCc1cccc(C(F)(F)F)c1)(OCC)C(F)(F)F (stereo not drawn)	1588	1860
Cc1cccc(C)c1N(CC(=O)NCc1ccc(F)cc1)C(=O)c1csnn1	1696	1688
COc1ccccc1C(N)=S	1457	1887
O=S(=O)(c1ccc(Br)cc1)N1CCN=C1SCc1cccnc1	1758	1945
O=C(/C=C/c1ccco1)NC(=S)Nc1cc(C(F)(F)F)ccc1N1CCOCC1	1670	1833
Cc1ccc(C(=O)Nc2c(C)n(C)n(-c3ccccc3)c2=O)cc1	1516	1860
CC1CC(C)CN(CCCCOc2ccc([N+](=O)[O-])cc2)C1 (stereo not drawn)	1666	1773
COCCCNC(=O)CN(c1cc([N+](=O)[O-])ccc1OC)S(C)(=O)=O	1590	1663
Cc1cccc(NC(=O)c2cc3c(=O)n4ccccc4nc3n(CC(C)C)c2=N)c1	1498	1582
CC1(C)N([O-])C2=C(CCCC2)[N+]1=O	1672	1841
Cc1cccc(NC(=O)CNC(=O)COc2cc(F)ccc2[N+](=O)[O-])c1C	1582	1909
O=C(N/N=C\c1ccc(CNS(=O)(=O)c2ccc(Cl)cc2)o1)C(=O)Nc1ccc(Oc2ccccc2)cc1	1382	1566
O=C(CNC(=O)c1ccc(F)cc1)N/N=C/c1ccc(O)c([N+](=O)[O-])c1	1650	1780
C=CCC1(CC=C)CCCN1C(=O)CC1C(=O)NCCN1Cc1cccc(OC)c1 (stereo not drawn)	1483	1623
COc1cc(OC)cc(C(=O)N[C@H](C(=O)OCC(=O)Nc2ccc(F)c(F)c2F)C(C)C)c1	1611	1688
COc1ccc(NC(=O)c2oc3ccc(S(=O)(=O)N4CCC5(CC4)OCCO5)cc3c2C)cc1	1460	2025
C=CCN1C(=O)CSc2ccc(C(=O)NCc3cccs3)cc21	1542	1721
Cc1ccc(NC(=O)C2CCN(S(=O)(=O)c3c(C)noc3C)CC2)cc1C	1526	1725
O=C(Cc1cccs1)N/N=C/C=C\c1ccco1	1638	1657
CC(C)(C)c1ccc(/C=N/NC(=S)NC2CCCCC2)cc1	1328	1750
CC(=O)c1sc(NC(=O)c2cc(=O)c3ccccc3o2)nc1C	1461	1770
COc1cc(/C=N/NC(=O)CSc2nc3ccccc3n2C)cc(OC)c1OC	1539	2018
Later entries:
SMILES	SRC3 TRFRET art	SRC1 TRFRET art
COc1ccc(C(CCN(Cc2ccc(OC)c(OC)c2)C(=O)CCl)c2ccccc2)cc1 (stereo not drawn)	1484	1638
CCN(CC)c1ccc(NC(=O)COc2ccc(C#N)cc2)cc1S(=O)(=O)Nc1ccc(OC)cc1	1366	1777
c1ccc(COc2ccc(OCCCN3CCCC3)cc2)cc1	1615	1721
O=C(CCl)Nc1cn(-c2ccccc2)nc1-c1ccc(F)cc1	1466	1647
CCOC(=O)c1sc(NC(=O)CCCCl)nc1C	1652	1626
Cc1ccc(CN2CCN(CCC(C)C)C(CCO)C2)s1 (stereo not drawn)	1723	1762
O=C(Nc1ccc(C(=O)O)cc1)/C(=C\C=C\c1ccccc1)NC(=O)c1cccc(Br)c1	1658	1875
Cc1ccc(S(=O)(=O)NC(C)(C)CSc2ncccn2)cc1	1623	1872
CN(Cc1cccc2ncccc12)C(=O)CC1C(=O)NCCN1Cc1ccc(F)cc1 (stereo not drawn)	1596	1524
COc1ccc(CCn2c(-c3cc([N+](=O)[O-])cc([N+](=O)[O-])c3)nc3nc4ccccc4nc32)cc1	1590	1653
O=C1c2ccccc2NC(c2cn[nH]c2-c2ccccc2)N1O (stereo not drawn)	1471	1788
C/C=C/c1ccc(OCCOc2ccc(C=O)cc2)c(OC)c1	1728	1708
Cc1cc(C)nc(N/N=C/C=C/c2ccccc2)n1	1581	1804
Cc1c(C(=O)OCC[N+]2(C)CCCCC2)oc2ccccc12	1460	1810
Cc1ccc(Nc2nc(N3CCN(C)CC3)nc(N)c2[N+](=O)[O-])cc1C	1571	1516
Cc1nn(CC(=O)NCCc2ccc(Cl)cc2Cl)c(C)c1[N+](=O)[O-]	1807	2065
O=C(Cn1cnc2ccccc2c1=O)Nc1ccc(N2CCOCC2)cc1	1572	2140
C/C(CC1CC(C)(C)OC1=O)=N/Nc1nc(-c2ccccc2)cs1 (stereo not drawn)	1601	1750
COc1ccc(NC(=S)Nc2ccc(N(C)C(C)=O)cc2)cc1	1539	1748
COc1ccc(N2C(=O)c3ccccc3NC2c2ccc(OC)c(Cn3nnc4ccccc43)c2)cc1 (stereo not drawn)	1566	1983
Cc1ccccc1CSCCC(=O)NCCC1=CCCCC1	1455	1692
O=[N+]([O-])c1cccc(C(=S)N2CCN(c3ccccc3F)CC2)c1	1561	1731
C/C(=N/NC(=O)CNC(=O)c1ccc2c(c1)OCO2)c1ccc2c(c1)CCCC2	1461	1586
Cc1ccn2c(CNCCCn3cccn3)c(C(=O)N3CCCCCC3)nc2c1	1672	1717
Cc1csc(=Nc2c(C)n(C)n(-c3ccccc3)c2=O)n1-c1ccccc1	1755	1794
Later entries.
SMILES	SRC3 TRFRET art	SRC1 TRFRET art
COc1ccc(-c2cc(C(=O)NCCc3ccc(S(N)(=O)=O)cc3)c3ccccc3n2)cc1	1438	1903
O=C(Nc1ccccc1)c1ccc(NCCN2C(=O)CCC2=O)c([N+](=O)[O-])c1	1602	1754
CCc1ccc(NC(=O)N2CCC(c3ccccc3)C2)cc1 (stereo not drawn)	1248	1887
CC1CN(c2nnc(-c3ccccc3)c3ccccc23)CC(C)O1 (stereo not drawn)	1500	1798
O=C(Nc1cccn(Cc2c(F)cccc2Cl)c1=O)NC1CCCCC1	1275	1552
COc1ccc(C(=O)Nc2ccc3nc(C)sc3c2)cc1OC	1239	1724
CCOc1ccccc1NC(=S)N(CCCN1CCOCC1)Cc1cn(C)c2ccccc12	1569	1750
O=C(c1ccc(N2CCC3(CC2)OCCO3)c([N+](=O)[O-])c1)N1CCOCC1	1709	1721
CC[C@H](CO)NCCN[C@H](CC)CO	1508	1684
CSCCC(NC(=O)c1ccc(Cl)cc1)C(=O)OCC(=O)Nc1ccc(C#N)cc1 (stereo not drawn)	1527	1689
O=C(O)COc1ccc(NC(=O)c2ccc(NC(=O)c3ccco3)cc2)cc1	1604	1876
COc1cc(N)n(S(=O)(=O)c2ccc(C)cc2)n1	1566	1711
COc1ccc(NC(=O)COC(C)=O)cc1OC	1243	1688
Cc1cc(NC(=O)c2ccc(C#N)cc2)n(-c2ccccn2)n1	1884	2173
Oc1cccnc1CCc1ccccc1	1462	1499

Single entries from above.
Value for COc1ccc(-c2cc(C(=O)NCCc3ccc(S(N)(=O)=O)cc3)c3ccccc3n2)cc1 under SRC1 TRFRET art: 1903
Value for CCc1ccc(NC(=O)N2CCC(c3ccccc3)C2)cc1 (stereo not drawn) under SRC1 TRFRET art: 1887

Among those listed so far, these have an aryl thioether with sulfur outside any ring.
SMILES	SRC3 TRFRET art	SRC1 TRFRET art
Cc1ccc(/C([O-])=C(/C(=S)Nc2ccc(SC(F)F)cc2)[n+]2ccccc2)cc1[N+](=O)[O-]	1700	1909
COC(=O)CSc1nccc(-c2cccs2)n1	1650	1825
CCOc1cc(N2CCOCC2)c(OCC)cc1NC(=O)CSc1ncn[nH]1	1527	1650
COC(=O)CSc1n[nH]c(=S)s1	1833	2047
COc1cc(/C=N/NC(=O)CSc2nc3ccccc3n2C)cc(OC)c1OC	1539	2018
Cc1ccc(S(=O)(=O)NC(C)(C)CSc2ncccn2)cc1	1623	1872
